# Compound activity deposited in PubChem BioAssay by National Center for Advancing Translational Sciences (NCATS).
# TRHR enhancer – qHTS for Small Molecule Agonists and Allosteric Enhancers of Human TRH Receptor: Primary Screen for Enhancers; enhancement, % at 2 µM; 360,000 compounds, 0.66% hits; AID 493056, 2011; TRHR cells, fluo-8 calcium fluorescence, EC20 TRH enhancement; in the data active means enhancement above about 30%; further: 0% is about no effect
#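 Enhancer read-out: after compound pinning and an initial kinetic agonist-mode read, an EC20 of TRH (10 nM final) was injected and fluo-8 calcium signal (Ex 480/Em 530) followed at 1 s/cycle for 100 cycles in TRHR-expressing cells.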
# TRHR agonist – qHTS for Small Molecule Agonists and Allosteric Enhancers of Human TRH Receptor: Primary Screen for Agonists | TRHR cells, calcium flux fluo-8, FDSS agonist mode | 360,000 compounds, 0.18% hits | Thyrotropin-releasing hormone receptor (Homo sapiens), P34981 | activation, % at 2 µM; in the data active means activation above about 30%; further: 0% is about no effect
#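 TRHR-expressing cells loaded with fluo-8 calcium dye; 23 nL library compound pin-transferred, kinetic FDSS fluorescence (Ex 480/Em 530) recorded about 180 s for agonist-induced calcium release, before a 10 nM TRH EC20 addition for potentiator mode.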
# mIDH1 inhibitor – qHTS for Inhibitors of mutant isocitrate dehydrogenase 1 (IDH1): qHTS; Isocitrate dehydrogenase [NADP] cytoplasmic (Homo sapiens), O75874; IDH1-R132H enzyme, NADPH consumption, diaphorase/resazurin fluorescence; Potency, µM (highest dose often 76.6 µM), without a hit: top-dose activity change, negative = inhibition, most hits filed as inhibitors; 390,000 compounds, 0.093% hits; AID 602179, 2012; further: potency means the concentration at half of the fitted maximal effect; on the % scale 0 is the no-effect control and ±100 the full control effect; nearly all actives have a fitted effect of over 65% in size
# Target sequence (O75874 whole entry R132H, stated change not applied): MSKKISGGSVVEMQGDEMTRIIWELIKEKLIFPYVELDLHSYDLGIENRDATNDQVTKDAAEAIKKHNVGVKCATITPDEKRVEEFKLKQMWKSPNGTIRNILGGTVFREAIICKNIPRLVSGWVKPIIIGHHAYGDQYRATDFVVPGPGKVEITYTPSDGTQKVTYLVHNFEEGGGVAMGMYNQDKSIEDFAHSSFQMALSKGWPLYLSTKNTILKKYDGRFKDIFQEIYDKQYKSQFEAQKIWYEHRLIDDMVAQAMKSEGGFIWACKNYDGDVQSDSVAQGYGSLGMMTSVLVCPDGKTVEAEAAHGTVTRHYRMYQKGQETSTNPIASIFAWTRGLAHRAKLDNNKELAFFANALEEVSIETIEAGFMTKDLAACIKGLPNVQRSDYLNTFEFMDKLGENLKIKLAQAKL
#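 IDH1-R132H (0.5 ug/mL dispensed) in pH 7.5 Tris buffer was preincubated 30 min with compound, then given a substrate mix of 0.016 mM NADPH and 2 mM alpha-KG for 80 min at room temperature; remaining NADPH was read by diaphorase/resazurin fluorescence.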
# USP1 inh – Inhibitors of USP1/UAF1: Primary Screen. Ubiquitin carboxyl-terminal hydrolase 1 (Homo sapiens), O94782. recombinant USP1/UAF1, Ub-Rhodamine cleavage fluorescence. Potency, µM (doses to about 57.1 µM), without a hit: top-dose activity change, negative = inhibition, usual class: inhibitors. 390,000 compounds, 0.23% hits; further: potency means the concentration at half of the fitted maximal effect; on the % scale 0 is the no-effect control and ±100 the full control effect; nearly all actives have a fitted effect of over 60% in size; inactives centre near -12
#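 USP1/UAF1 complex at 1 nM was preincubated with compound for 15 min at room temperature, then Ub-Rho substrate (150nM final) was added. Fluorescence (480/540 nm) was read kinetically, 6 reads every 60 seconds.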
# PI4K2A inh – qHTS for small molecular inhibitors of PI4K2A; activity change, negative = inhibition, % at 76.9 µM; purified PI4K2A, ADP-Glo luminescence, 1 h; stronger effect = lower value; Phosphatidylinositol 4-kinase type 2-alpha (Homo sapiens), Q9BTU6; 420,000 compounds, 0.13% hits; in the data active means activity change below about -50%; inconclusive means mostly about -30% to -49%;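 further: -100% = wells without enzyme as full effect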
# Target sequence (Q9BTU6 whole entry, looked up): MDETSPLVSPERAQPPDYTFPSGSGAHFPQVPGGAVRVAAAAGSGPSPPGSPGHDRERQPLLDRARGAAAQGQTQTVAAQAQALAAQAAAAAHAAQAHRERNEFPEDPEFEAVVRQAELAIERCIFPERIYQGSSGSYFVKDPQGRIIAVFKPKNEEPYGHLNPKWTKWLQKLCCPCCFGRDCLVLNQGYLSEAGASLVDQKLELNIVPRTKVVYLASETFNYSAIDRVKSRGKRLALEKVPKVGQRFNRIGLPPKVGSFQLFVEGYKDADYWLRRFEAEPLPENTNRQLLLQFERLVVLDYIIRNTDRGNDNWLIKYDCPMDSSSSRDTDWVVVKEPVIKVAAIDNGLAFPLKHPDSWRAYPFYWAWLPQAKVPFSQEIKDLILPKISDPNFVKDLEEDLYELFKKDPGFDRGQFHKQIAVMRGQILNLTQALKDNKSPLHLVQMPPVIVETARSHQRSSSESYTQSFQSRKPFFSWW
#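 PI4K2A activity was measured by ADP-Glo luminescence: enzyme (4 ug/mL stock) and phosphatidylinositol (1.2 mM stock) in Tris pH 7.5/MgCl2/EGTA/Triton X-100 buffer were reacted with ATP (300 microM stock) for one hour at ambient temperature.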
# rTrxR1 inhibitor – qHTS Assay for Inhibitors of Mammalian Selenoprotein Thioredoxin Reductase 1 (TrxR1): qHTS. Thioredoxin reductase 1, cytoplasmic (Rattus norvegicus), O89049. recombinant rTrxR1, NADPH fluorescence consumption, selenite substrate. Potency, µM (doses to about 114 µM), without a hit: at the highest dose activity change, negative = inhibition, most hits filed as inhibitors. 390,000 compounds, 1% hits. AID 588453, 2011; further: potency means the concentration at half of the fitted maximal effect; on the % scale 0 is the no-effect control and ±100 the full control effect; nearly all actives have a fitted effect of over 65% in size
#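 Rat TrxR1 (90 nM in the dispensed reagent) was pre-reduced with 400 uM NADPH for 5 min at room temperature, then incubated with compound for 15 min. After 400 uM selenite was added, NADPH fluorescence (Ex 340/Em 450 nm) was followed for 8 min.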
# D2 antagonist – HTS Assay for Allosteric Antagonists of the Human D2 Dopamine Receptor: Primary Screen for Antagonists; D(2) dopamine receptor (Homo sapiens), P14416; inhibition, % at 10 µM; AID 485344, 2010; HEK293 TREx D2 cells, calcium flux, dopamine EC80; 340,000 compounds, 2% hits; in the data active means inhibition above about 30%; further: 0% is about no effect
#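 Compounds are added to dye-loaded, induced HEK293 T-REx cells coupled to calcium release via D2; after a 3 min kinetic read an EC80 dopamine stimulus is given and fluorescence is recorded for 3 more min.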
# D2 agonist – HTS Assay for Allosteric Agonists of the Human D2 Dopamine Receptor: Primary Screen for Agonists; D(2) dopamine receptor (Homo sapiens), P14416; activation, % at 2 µM; 340,000 compounds, 0.53% hits; HEK293 T-REx D2 cells, calcium flux agonist mode;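 active means activation over 3 SD above normal in the single-dose calcium agonist read, cut at about 30% in these data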; further: 0% is about no effect
#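 Tetracycline-induced HEK293 T-REx cells with force-coupled D2 receptor, plated overnight at 30 C, loaded with no-wash calcium dye. After a 10 s baseline, compound was pin-added and calcium flux read kinetically for 180 s; calcium rises flagged agonists.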
# TrxR1 substrate – qHTS Assay for Substrates of Mammalian Selenoprotein Thioredoxin Reductase 1 (TrxR1): qHTS | Thioredoxin reductase 1, cytoplasmic (Rattus norvegicus), O89049 | purified TrxR1 substrate turnover, NADPH consumption readout | Potency, µM (series often up to 114 µM), for the others: top-dose activity change, negative = substrate turnover | 390,000 compounds, 0.01% hits; further: potency means the concentration at half of the fitted maximal effect; on the % scale 0 is the no-effect control and ±100 the full control effect; nearly all actives have a fitted effect of over 50% in size
#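 Rat TrxR1, dispensed at 90 nM, was prereduced with 400 uM NADPH (final) for 5 min at ~22 deg C, then incubated with compound 15 min before 400 uM selenite. A first-read NADPH fluorescence drop versus no-compound background flagged substrates.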
# Active calls of the source: *; ? = inconclusive; / = not tested or not shown; & = joins results of further samples; [ ] = dose if it differs, or a comment. Unless noted, the call rests on the fitted dose curve; in most records, active means well fitted inhibition curve with a large enough effect; inconclusive means small, poorly fitted or top-dose-only effect; inactive means no such curve, though single readings can be large or run the other way.
mol	TRHR enhancer	TRHR agonist	mIDH1 inhibitor	USP1 inh	PI4K2A inh	rTrxR1 inhibitor	D2 antagonist	D2 agonist	TrxR1 substrate
COC(F)(C(=O)Nc1ccc2c(c1)C(=O)NC2=O)C(F)(F)F (stereo not given)	-1	0.1	-1%	-2%	3	-12%	-3	-0.2	-9%
COc1cccc(NC(=O)CN(C)C(=O)c2ccc(-c3ccc(Cl)cc3)o2)c1	-2	0.2	4%	-12%	0	5%	-3	-0.2	9%
COc1ccc2c(c1)CCCC21NC(=O)NC1=O (stereo not given)	0	0.5	8%	-13%	4	12%[57.1 µM]	/	/	-4%
c1ccc2nc(N3CCN(Cc4ccc5c(c4)OCO5)CC3)cnc2c1	26	-0.1	6%	-14%	6	16%[57.1 µM]	-18	-0.5	7%
NS(=O)(=O)c1cccc(NC(=O)Cc2ccc(Cl)c(Cl)c2)c1	1	-1.0	1%	-6%	1	18%[57.1 µM]	-31	0.2	3%[57.1 µM]
O=C(NC(=S)Nc1ccc(NC(=O)c2cccs2)cc1)c1ccco1	7	0.1	6%	-10%	-2	-33%	/	/	-4%
COc1ccc(N(C(=O)c2cccc(C)c2)S(=O)(=O)c2ccc(Cl)cc2)cc1	-4	0.8	4%	-27%	3	23%	/	0.5	1%
Cc1ccc(NC(=O)CN(C)Cc2cccs2)cc1Cl	33*	0.1	8%	-12%	-1	15%	7	0.3	-6%
Cc1ccc(C(=O)CC2(O)C(=O)N(Cc3ccccc3)c3ccc(Br)cc32)cc1 (stereo not given)	-2	2.0	-16%	?	4	13%[57.1 µM]	/	1.5	1%[57.1 µM]
COc1ccc(C(=O)NCc2ccc(Cl)cc2)cc1S(=O)(=O)N1CCCC1	6	0.0	-8%	-4%	-2	10%	-28	-0.6	-4%
CC(=O)NS(=O)(=O)c1ccc(NC(=O)/C=C/c2cn(-c3ccccc3)nc2-c2ccccc2)cc1	-8	-0.2	1%	-17%	2	-18%	-2	-1.0	-5%
O=S(=O)(Cc1ccccc1)N=Nc1c(O)[nH]c2ccc(Br)cc12	-4	0.0	-24%	-21%	0	-4%	0	0.4	-7%
C[C@]12CCC3C(CC[C@H]4CCCC[C@]34C)C1CC[C@@]2(O)CNCCO (stereo not given in full)	-5	0.5	-12%	-18%	7	10%[57.1 µM]	8	0.4	8%[57.1 µM]
CCOCCc1nn2c(=O)cc(COC(=O)CNC(=O)c3ccc(C(C)(C)C)cc3)nc2s1	4	-0.6	3%	-11%	-4	18%[57.1 µM]	/	/	3%[57.1 µM]
CS(=O)(=O)N(CC(=O)Nc1cccc([N+](=O)[O-])c1)c1cccc(F)c1	0	1.2	-5%	-7%	-1	26%	13	0.6	-6%
O=C(c1ccc2ccccc2n1)N1CCN(c2ccccc2)CC1	2	0.3	5%	-8%	-8	5%	-14	0.1	6%
O=C(O)c1ccccc1NS(=O)(=O)c1cccc(-n2sc3ccccc3c2=O)c1	-1	-0.1	-11%	?	-18	92%[activator]	3	-1.8	-11%
Cc1c(NC(=O)CSc2ccc(Cl)cc2)c(=O)n(-c2ccccc2)n1C	-7	-1.4	5%	-7%	-3	25%	3	-1.3	1%
CCCNS(=O)(=O)c1ccc(OC)c(Cl)c1Cl	2	-1.2	7%	-8%	1	15%	-5	-0.8	4%
O=C(O)C1C2C=CC(C3CC23)C1C(=O)N1CCc2ccccc21 (stereo not given)	1	0.4	2%	-10%	0	-11%	-19	0.3	1%
Cc1c(Br)cnn1C(C)C(=O)N1CCN(c2ccccc2F)CC1 (stereo not given)	-5	-0.2	7%	-10%	-2	-27%	-3	0.6	-3%
O=C(Nc1cccc(S(=O)(=O)NC2=NCCC2)c1)C1CCCCC1	2	-0.6	-7%	-19%	-3	-14%	-1	-0.6	-9%
O=C(CSCc1c(F)cccc1Cl)NCc1cccnc1	3	-2.0	5%	-4%	2	3%	3	-1.1	-1%
COc1ccc(C(C(=O)NCc2ccccc2)N(C(=O)Cn2nnc3ccccc32)c2ccc(F)cc2)cc1 (stereo not given)	-5	1.6	44%[activator]	13%	-2	23%	/	1.3	6%
Cn1c(=O)c2sccc2n2c(CCCC(=O)Nc3ccccc3)nnc12	-2	0.1	4%	-25%	-2	14%	1	-1.2	-1%
CN(C)S(=O)(=O)c1ccc(SCC(=O)Nc2ccc3c(c2)OCCO3)nc1	-5	-0.2	18%	-10%	3	12%	/	/	1%
CC(=O)c1ccc(NC(=O)C(C)Sc2nnc3ccccn23)cc1 (stereo not given)	0	-0.1	6%	-6%	4	-5%	3	0.3	-7%
CCCCn1c(N)c(N(CCOC)C(=O)CN(C)S(=O)(=O)c2ccc(F)cc2)c(=O)[nH]c1=O	6	0.2	6%	-9%	0	6%	-7	0.5	-5%
c1ccc(-c2cn3c4c(sc3n2)CCCC4)cc1	7	-0.1	7%&17%	2%&-12%	-6&-13	4%&28%	8	0.1	-3%&12%
Cc1ccc(-n2ncc(C(=O)NC3CCCC3)c2C2CCN(C(=O)OC(C)(C)C)CC2)c(C)c1	-16	-0.7	-20%	-34%	2	12%	/	-1.1	-5%

# The list goes on (two carried over from the part before).
mol	TRHR enhancer	TRHR agonist	mIDH1 inhibitor	USP1 inh	PI4K2A inh	rTrxR1 inhibitor	D2 antagonist	D2 agonist	TrxR1 substrate
c1ccc(-c2cn3c4c(sc3n2)CCCC4)cc1	7	-0.1	7%&17%	2%&-12%	-6&-13	4%&28%	8	0.1	-3%&12%
Cc1ccc(-n2ncc(C(=O)NC3CCCC3)c2C2CCN(C(=O)OC(C)(C)C)CC2)c(C)c1	-16	-0.7	-20%	-34%	2	12%	/	-1.1	-5%
CN(C)Cc1nc2ccccc2c(=O)n1CC(=O)Nc1cccc(S(=O)(=O)N2CCOCC2)c1	0	0.0	-9%	-4%	1	-3%[57.1 µM]	13	0.3	0%[57.1 µM]
CC1CCN(CCc2nc3cc(NC(=O)C(C)C)ccc3n2C)CC1	16	0.0	1%	-20%	8	21%	3	0.2	9%
CC1(C)CC(=O)C(=CN2CCOCC2)C(=O)C1	2	0.3	-1%	-20%	-2	-16%	-10	2.4	-1%
COc1ccc(NC(=O)Nc2cccc3c2O[C@H](CN(C)C(=O)Nc2ccc(C(F)(F)F)cc2)[C@@H](C)CN([C@H](C)CO)C3=O)cc1	/	/	8%	?	-3	-4%	/	/	-2%
CCOC(=O)c1cc(NC(=O)c2cccs2)ccc1N1CCOCC1	3	-1.2	14%	-20%	3	21%[57.1 µM]	-3	-0.7	2%[57.1 µM]
C#CCN1C(=O)C(O)(CC(=O)c2cccc(OC)c2)c2ccccc21 (stereo not given)	-3	1.1	3%	-18%	3	15%	14	-0.1	10%
CC1CCN(C(=O)CN2CCSc3ccccc32)CC1	0	-0.2	20%	?	2	11%[57.1 µM]	/	1.2	4%[57.1 µM]
COc1ccc(S(=O)(=O)N2CCCN(S(=O)(=O)c3ccc(OC)cc3C)CC2)c(C)c1	8	-0.3	0%	-15%	2	16%	-19	-0.5	-2%
Fc1ccc(CN2CCN(c3ncccn3)CC2)cc1	-2	0.6	-1%	3%	2	14%	84*	79*	7%
Cn1c(C(=O)N2CCC(C(=O)NCCc3ccccc3)CC2)cc2sccc21	0	-0.4	-11%	-4%	-1	5%	/	-0.4	0%
CCN(C(=O)COC(=O)CNC(=O)C1CCCCC1)c1ccccc1	-12	0.0	7%	-9%	1	-3%	2	-0.1	1%
COc1cccc(N(CC(=O)Nc2ccccc2C(=O)N2CCCC2)S(C)(=O)=O)c1	11	0.1	1%	-16%	-3	29%[57.1 µM]	-8	0.6	8%[57.1 µM]
O=C(C1CCCN(S(=O)(=O)c2ccccc2)C1)N1CCN(c2ncccn2)CC1 (stereo not given)	11	-0.7	-6%	-3%	6	9%	-16	0.0	7%
Cc1cc(=O)[nH]c(N=N/C(=N/Nc2ccccc2C)c2ccccc2)n1	-1	-0.7	4%	4%	2	-7%	-6	-0.8	-12%
COc1ccc(Nc2n[nH]c(C)c2[N+](=O)[O-])cc1	-2	0.3	-3%	-13%	0	5%	2	-0.2	-1%
CC(=O)Nc1ccc(C(=O)n2cnc3cc(C)c(C)cc32)cc1	9	0.9	1%	-8%	4	-15%	20	2.5	7%[57.1 µM]
CCn1ncc(Br)c1C(=O)Nc1ccc(OC(F)(F)F)cc1	-9	-0.1	10%	-11%	-3	16%	-10	-0.2	-2%
COCCNC(=O)Cn1cc(/C=C(\C#N)C(=O)NC2CC2)c2ccccc21	8	0.3	-8%	-17%	-4	-26%	3	0.9	-17%
CN1CCc2c(sc3c2c(=O)n(-c2ccccc2)c2nnc(SCc4ccccc4)n32)C1	14	0.0	-7%	-20%	-1	9%[57.1 µM]	-1	-0.4	-1%[57.1 µM]

# No enrichment for hits; any-hit rate near 3.9%.
